APJ agonist: activates the human apelin receptor APJ; P35414; CHO-K1 APJ PathHunter beta-arrestin, luminescence; 0% DMSO wells, 100% apelin; activation, % at 20 µM; 330,000 tested, 0.11% active; AID 2520;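 active = activation more than six SD over the plate average, tested at 20 µM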;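 note: 0% = DMSO alone and 100% = apelin-13 at 10 nM; some results filed as inactive read as strong as hits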
Target sequence (P35414 whole entry, looked up): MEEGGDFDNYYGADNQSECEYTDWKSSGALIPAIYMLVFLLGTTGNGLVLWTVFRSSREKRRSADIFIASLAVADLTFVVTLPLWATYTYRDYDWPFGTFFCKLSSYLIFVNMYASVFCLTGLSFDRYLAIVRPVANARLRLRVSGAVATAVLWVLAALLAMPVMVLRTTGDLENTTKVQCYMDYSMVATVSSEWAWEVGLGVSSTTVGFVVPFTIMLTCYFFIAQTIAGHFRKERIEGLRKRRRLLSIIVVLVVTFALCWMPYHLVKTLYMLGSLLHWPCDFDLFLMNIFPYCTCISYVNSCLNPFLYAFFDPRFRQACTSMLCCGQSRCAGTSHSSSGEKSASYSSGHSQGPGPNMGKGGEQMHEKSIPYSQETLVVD
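Incubation: overnight seeding, 90 min compound at 25 °C, 1 h detection; test system: PathHunter CHO-K1 APJ (AGTRL-1) beta-arrestin reporter cells; amount: 1000 cells/well; doses: one dose, 20 µM compound, 1% DMSO; measured by: beta-gal luminescence; measure: agonist-driven arrestin binding to APJ; benchmarks: negative DMSO alone, positive Apelin-13 at 10 nM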
MPTP inh: permeability transition pore inhibition | isolated mouse mitochondria, Ca2+ swelling absorbance, 30 min | 360,000 tested, 1.4% active | inhibition, % at 10 µM;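 active = inhibition of 50% or more, scaled per plate between neutral and stimulator controls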;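 note: 0% = DMSO wells given calcium and 100% = 1 mM EGTA wells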
MIN6 prolif: inducers of beta-cell replication in MIN6 cells; MIN6 cells proliferation, ATPlite luminescence, 48 h; cells starved in 0.2% serum; 100% = growth in 10% serum; proliferation, % at 10 µM; 330,000 tested, 0.29% active;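 active = compounds whose signal lies at least 3.5 SD above the mean of all wells on their plate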;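 note: 0% = DMSO-treated cells in low-serum medium and 100% = 10% serum control; some compounds called inactive have numbers as strong as hits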
tim10-1 inh: inhibits growth of tim10-1 mutant yeast. S. cerevisiae tim10-1 ts strain growth, BacTiter-Glo, 24 h. inhibition, % at 20 µM. 330,000 tested, 2.2% active. AID 463190;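 active = inhibition of at least 40%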;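 note: mutant grown at 25 °C; 0% = DMSO wells with yeast and 100% = wells holding no yeast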
TIM10 inh: growth inhibitors of TIM10 yeast strain; S. cerevisiae TIM10 strain growth, BacTiter-Glo luminescence, 24 h; inhibition, % at 10 µM; 330,000 tested, 1.4% active;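 active = inhibition of 40% or more at the single tested concentration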;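 note: wild-type TIM10 isogenic control strain grown at permissive 25 °C; 0% = DMSO yeast wells and 100% = minimal medium wells without yeast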
NR3A LBD binder: modulates the human NR3A ligand-binding domain | NR3A LBD differential scanning fluorimetry, Tm shift; 0% = protein alone, 100% = glycine-bound protein | Tm shift relative to glycine control, % at 25 µM | 340,000 tested, 2.5% active;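 active = melting temperature shift of at least 10% of the positive control shift, at one fixed dose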
tim23-1 inh: growth inhibitors of tim23-1 mutant yeast; S. cerevisiae tim23-1 growth, BacTiter-Glo luminescence, 24 h; inhibition, % at 20 µM; 330,000 tested, 1.3% active;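 active = growth inhibition of the mutant yeast at or above 50%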;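 note: temperature-sensitive mutant grown at 25 °C; plate controls were DMSO-treated mutant yeast for no effect and medium wells lacking yeast for full effect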
NALP3 yeast inh: inhibitors of NALP3 inflammasome in yeast | Yeast reconstituted NLRP3/ASC/caspase-1, beta-gal luminescence, 24 h | inhibition, % at 10 µM | 330,000 tested, 0.39% active | AID 2825;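 active = inhibition of 50% or more; inactive = inhibition below 50%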;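 note: plate controls were induced DMSO wells for no effect and uninduced yeast grown without galactose for full effect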
APJ antag: antagonists of human APJ apelin receptor; P35414; CHO-K1 APJ beta-arrestin complementation, luminescence; inhibition, % at 20 µM; 330,000 tested, 0.32% active; AID 2521;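 active = inhibition above about 40% at 20 µM, limit read from the data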;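 note: cells challenged with 10 nM apelin-13 agonist together with compound; plate controls were apelin-13 plus DMSO wells for no effect and DMSO wells lacking apelin-13 for full effect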
Starred values were filed as active, the others as inactive; . = not tested or not shown; & = joins results of further samples.

SMILES	APJ agonist	MPTP inh	MIN6 prolif	tim10-1 inh	TIM10 inh	NR3A LBD binder	tim23-1 inh	NALP3 yeast inh	APJ antag
c1ccc(C2CC(c3cccs3)Nc3nnnn32)cc1 (stereo not given)	-1.3	0.7	-1.6	17.9	4.5	-0.6	14.9	-13.8	16.6
COc1cccc(NC(=S)Nc2ccc(O)cc2)c1	-1.5	-1.2	0.1	3.6	-12.4	3.8	0.3	7.0	-2.0
Cc1cc(=O)oc2cc(OCC(=O)N(C)C3CCS(=O)(=O)C3)c(Cl)cc12 (stereo not given)	-6.1	0.4	2.6	3.1	-3.7	1.4	-2.8	10.2	19.3
O=C(N/C(=C\c1ccccc1)C(=O)N1CCCCC1)c1ccc(Br)o1	-0.6	-1.2	3.1	27.9	4.3	-1.2	30.6	21.2	1.3
Clc1ccc(CNc2nnnn2-c2ccccc2)c(Cl)c1	-0.6	4.5	1.4	25.0	9.6	-15.2	46.9	15.5	12.9
CC(C)CNC(=O)C1CCN(c2ccc(S(=O)(=O)N3CCOCC3)cc2[N+](=O)[O-])CC1	-5.1	1.1	-3.0	11.1	-5.3	0.6	5.4	3.6	-2.2
O=C(O)CN1C(=O)CSC1=S	-1.5	0.2	0.8	10.3	6.0	0.6	19.9	10.4	-6.5
Cc1ccc(NC(=O)C2(N(C(=O)Cn3nnnc3N)c3ccc(C)cc3)CCCCC2)cc1	-5.0	-1.2	0.0	9.3	14.6	2.5	7.1	-0.9	1.9
CC1CCCC(C)N1C(=O)COC(=O)COc1ccc(C#N)cc1 (stereo not given)	0.4	-0.2	-0.3	13.8	5.3	-0.2	22.8	12.4	-18.8
Cn1c(COc2ccc3ccccc3c2)nnc1SCC(N)=O	-6.0	1.0	3.3	-2.5	1.0	2.9	9.1	3.0	15.3
COc1cccc(CNc2nc3ccccc3n2C)c1O	-2.2	-0.7	-1.3	6.4	4.7	3.9	-0.4	21.9	-3.9
CC(C)c1ccc(/C=N/NC(=O)C(=O)NCCCN2CCOCC2)cc1	-0.1	0.6	-4.8	13.4	2.6	-2.7	-4.1	6.3	-3.4
CCN(CC)c1ccc(/C=N/NC(=O)CCC(=O)NCc2ccccc2)c(O)c1	0.1	-0.4	-4.8	13.4	-27.9	-0.3	-6.5	-9.4	9.5
CCCn1c(=O)[nH]c(=O)c2c(C(=O)OCC)cc(-c3cccs3)nc21	-4.8	0.9	-1.0	13.2	22.1	-0.6	-2.6	9.2	7.4
CC(=O)NC12CC3CC(C1)CC(C(=O)NCC(=O)Nc1c(C)cc(C)cc1C)(C3)C2	-4.2	-0.2	-2.5	-1.8	5.0	-1.2	-6.2	-0.3	0.6
Cc1ccc(C(=O)O/N=C(\N)c2cccnc2)cc1[N+](=O)[O-]	12.3	0.1	-1.1	37.4	14.5	2.4	23.3	-6.0	-39.9
CC1CCN(C(=S)c2cn(Cc3ccc(F)cc3)c3ccccc23)CC1	11.5	0.7	0.0	35.5	54.6*	2.3	27.5	20.2	-0.7
C[C@H](NCCc1ccc(O)cc1)[C@H](O)c1ccc(O)cc1	-0.6	-0.3	2.8	7.5	7.0	-3.0	-14.3	11.5	-15.8
CC(=O)N1N=C(c2ccc(C)o2)CC1c1cccc(F)c1 (stereo not given)	-1.3	0.2	-3.1	1.7	5.4	-1.4	0.9	14.0	-7.7
COc1cc(NC(=O)CSc2nnnn2C2CCCC2)cc(OC)c1	0.7	-0.5	-1.7	97.2*	4.1	1.2	-3.5	1.1	9.1
CN1CCc2c1nc1ccccc1c2N=C1CCCN1Cc1ccccc1	-4.8	4.0	-4.7	22.3	3.4	-1.2	9.7	5.5	13.2
O=C(CSc1ccc(-c2cccnc2)nn1)Nc1ccc(F)c(F)c1	6.9	1.5	-0.8	8.8	2.4	-0.8	4.3	10.7	-10.3
CN(C)N1C(N)=C(C#N)C(c2ccsc2)C2=C1CC(C)(C)CC2=O (stereo not given)	-3.6	1.0	-1.5	24.0	26.0	-1.2	21.0	11.4	-4.5
NC(=O)NC(=O)CSc1ccccc1	-1.7	1.3	-5.1	2.8	-6.5	-0.4	21.4	7.1	-6.4
COc1ccc(NC(=O)c2csc(Cc3ccccc3)n2)cc1	2.8	-0.6	1.3	33.0	2.8	-0.7	-5.0	21.2	9.2
CCCC(C)NC(=O)Cc1ccc(S(=O)(=O)N2CCOCC2)s1 (stereo not given)	-3.6	-1.2	3.4	12.6	2.7	-1.0	12.8	5.3	6.7
O=C(NCCCn1ccnc1)/C(=C/c1ccc(Cl)cc1)NC(=O)c1ccccc1	-2.1	-0.4	0.0	-20.6	0.5	-3.4	-3.7	16.6	25.7
Cn1cnnc1Sc1nc([N+](=O)[O-])nn1C	-1.8	1.8	1.1	11.9	-0.1	-0.8	17.4	3.4	1.6
CCc1ccc(/C=C2\Oc3c(ccc(O)c3CN3CCN(CCO)CC3)C2=O)cc1	-3.0	-0.1	-0.1	6.8	4.8	-1.2	16.3	16.3	-14.9
COC(=O)Cc1[nH]n(-c2ccccc2)c(=O)c1C(C)=Nc1ccccc1	-1.6	-1.4	-1.0	0.3	7.1	-1.9	-2.5	-3.3	1.2
COc1cccc2c(=O)ccoc12	-2.2	-1.6	4.7	2.5	-4.4	2.2	8.5	22.6	12.4
COc1ccc(-c2nn(-c3ccccc3)cc2CN(C)CCn2ccnc2C)c(F)c1	-4.1	1.0	-5.0	10.8	2.8	0.5	24.6	16.6	-16.4
O=C(Nc1ccc(Br)cc1)Nc1ccccc1F	2.0	80.5*	-6.0	-0.2	21.0	5.4	17.6	22.8	-14.0
O=C(c1cccs1)N1CCN(Cc2cccc([N+](=O)[O-])c2)CC1	-1.1	0.2	0.0	21.6	-16.8	-1.5	10.3	6.9	-20.0
O=C(CCN1C(=O)c2ccccc2S1(=O)=O)Nc1cccc(F)c1	-2.5	-0.7	-2.9	15.3	4.8	-0.1	8.8	10.7	11.2
Cc1cnc(NC(=O)CC2CCCC2)s1	-3.7	-0.9	-0.7	3.8	1.0	-2.1	2.1	14.3	6.3
Cc1cc(C)cc(N2CC(c3nc4ccccc4n3C)CC2=O)c1 (stereo not given)	-3.2	-1.3	-1.1	-14.6	-7.4	-2.5	-13.0	13.2	21.4
COC(=O)C1=C(C)N(CCCC(=O)O)C(=O)NC1c1ccc(Cl)cc1 (stereo not given)	7.2	-0.1	-4.2	-9.5	6.2	5.7	11.5	-6.7	12.6
Nc1c(C(=O)Nc2ccc(Cl)cc2)sc2nc(N3CCOCC3)c3c(c12)CCCC3	2.0	-1.5	-3.4	33.5	1.7	0.2	21.9	2.3	14.8
CCCCN(CC)CCCNC(=S)Nc1ccc2nc(N3CCN(CC)CC3)cc(C)c2c1	1.8	-0.2	-5.8	-7.5	-37.7	-0.4	-28.0	23.2	-3.6

13 entries already listed, sorted by length of the SMILES, high to low:
SMILES	APJ agonist	MPTP inh	MIN6 prolif	tim10-1 inh	TIM10 inh	NR3A LBD binder	tim23-1 inh	NALP3 yeast inh	APJ antag
Nc1c(C(=O)Nc2ccc(Cl)cc2)sc2nc(N3CCOCC3)c3c(c12)CCCC3	2.0	-1.5	-3.4	33.5	1.7	0.2	21.9	2.3	14.8
CCc1ccc(/C=C2\Oc3c(ccc(O)c3CN3CCN(CCO)CC3)C2=O)cc1	-3.0	-0.1	-0.1	6.8	4.8	-1.2	16.3	16.3	-14.9
COc1ccc(-c2nn(-c3ccccc3)cc2CN(C)CCn2ccnc2C)c(F)c1	-4.1	1.0	-5.0	10.8	2.8	0.5	24.6	16.6	-16.4
COC(=O)C1=C(C)N(CCCC(=O)O)C(=O)NC1c1ccc(Cl)cc1 (stereo not given)	7.2	-0.1	-4.2	-9.5	6.2	5.7	11.5	-6.7	12.6
O=C(c1cccs1)N1CCN(Cc2cccc([N+](=O)[O-])c2)CC1	-1.1	0.2	0.0	21.6	-16.8	-1.5	10.3	6.9	-20.0
O=C(CSc1ccc(-c2cccnc2)nn1)Nc1ccc(F)c(F)c1	6.9	1.5	-0.8	8.8	2.4	-0.8	4.3	10.7	-10.3
Cc1cc(C)cc(N2CC(c3nc4ccccc4n3C)CC2=O)c1 (stereo not given)	-3.2	-1.3	-1.1	-14.6	-7.4	-2.5	-13.0	13.2	21.4
COc1ccc(NC(=O)c2csc(Cc3ccccc3)n2)cc1	2.8	-0.6	1.3	33.0	2.8	-0.7	-5.0	21.2	9.2
Cn1cnnc1Sc1nc([N+](=O)[O-])nn1C	-1.8	1.8	1.1	11.9	-0.1	-0.8	17.4	3.4	1.6
O=C(Nc1ccc(Br)cc1)Nc1ccccc1F	2.0	80.5*	-6.0	-0.2	21.0	5.4	17.6	22.8	-14.0
Cc1cnc(NC(=O)CC2CCCC2)s1	-3.7	-0.9	-0.7	3.8	1.0	-2.1	2.1	14.3	6.3
NC(=O)NC(=O)CSc1ccccc1	-1.7	1.3	-5.1	2.8	-6.5	-0.4	21.4	7.1	-6.4
COc1cccc2c(=O)ccoc12	-2.2	-1.6	4.7	2.5	-4.4	2.2	8.5	22.6	12.4

Other entries.
SMILES	APJ agonist	MPTP inh	MIN6 prolif	tim10-1 inh	TIM10 inh	NR3A LBD binder	tim23-1 inh	NALP3 yeast inh	APJ antag
CC1(C)CC(=O)C=C(NCCN2CCN(C(=S)Nc3ccccc3)CC2)C1	-4.4	1.3	-0.4	4.0	-4.2	-0.9	-1.3	15.5	16.6
O=C(Nc1cc(C(F)(F)F)ccc1N1CCOCC1)c1cccc(F)c1	-1.5	-0.6	6.0	15.8	-3.1	1.8	28.3	11.0	0.6
COCCn1c(SCc2cccnc2)nnc1-c1ccco1	2.1	-1.5	2.5	0.9	-5.3	3.2	4.7	10.6	-2.5
COc1ccccc1OCCNC(=O)c1cccc(S(=O)(=O)N2CC(C)OC(C)C2)c1 (stereo not given)	-2.6	1.5	4.4	16.9	8.9	4.9	19.4	21.1	2.2
Cc1ccc(S(=O)(=O)N2CCN(CC(=O)NC3CCCc4ccccc43)CC2)cc1C (stereo not given)	-3.3	-0.5&5.0	-4.9	31.4	30.5	-1.3&0.6	14.7	10.8	-2.5
Cc1c(C(=O)N(Cc2ccncc2)CC2CCCO2)oc2c(F)cccc12 (stereo not given)	-9.0	0.2	-2.5	33.3	-1.5	0.9	32.2	23.1	8.9
COc1ccc(-c2cccc(-c3cc(=O)oc4cc(OC)c(OC)c(OC)c34)c2)cc1	.	0.0	.	-1.9	-7.3	-2.4	29.6	.	.
Cc1ccc(/C=C/C(=O)NN2CCN(C)CC2)cc1	-1.3	-1.8	-4.6	-3.6	-8.4	0.7	-19.0	10.0	8.5

Assay outcomes: PubChem, Sanford-Burnham Center for Chemical Genomics
